High-throughput results deposited in PubChem by several laboratories.
MITF TRPM1 HTS – activators of MITF-driven TRPM1 promoter activity in SK-MEL-5 cells. 0.75% of 300,000 active. AID 588334. SK-MEL-5 TRPM1-promoter luciferase, 24 h; % of positive control, neutral wells = 0. activation, % at 12.5 µM;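 active means mean activation of at least 80% with every replicate also reaching 80%; inconclusive means mean reaches 80% but some replicate falls short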;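 further: 0% = neutral control wells and 100% = parthenolide positive control wells; values of inactives mirror those of a sister screen read the other way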
CDK5 p35 inh – inhibitors of human CDK5/p35 kinase. inhibition, % at 10 µM. Q00535+Q15078. 0.01% of 330,000 active. Recombinant CDK5/p35, ADP-Glo luminescence, 60 min;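 active means highest replicate inhibition of at least 50% and at least 75% of replicates reaching 50%; inconclusive means only one of the two criteria met; inactive means both criteria failed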;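 further: plate controls were DMSO neutral control for no effect and GW8510 at 10 µM for full effect; many of its hits are not listed in these tables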
Target sequence (Q00535 whole entry, looked up): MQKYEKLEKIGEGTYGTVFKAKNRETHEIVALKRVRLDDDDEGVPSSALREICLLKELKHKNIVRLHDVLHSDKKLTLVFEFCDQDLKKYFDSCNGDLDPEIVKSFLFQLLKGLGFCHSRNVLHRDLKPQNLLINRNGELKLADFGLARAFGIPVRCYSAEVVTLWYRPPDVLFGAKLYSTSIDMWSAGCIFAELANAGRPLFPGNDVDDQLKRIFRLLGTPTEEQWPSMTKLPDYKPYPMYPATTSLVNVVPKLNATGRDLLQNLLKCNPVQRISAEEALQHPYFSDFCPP
Target sequence (Q15078 whole entry, looked up): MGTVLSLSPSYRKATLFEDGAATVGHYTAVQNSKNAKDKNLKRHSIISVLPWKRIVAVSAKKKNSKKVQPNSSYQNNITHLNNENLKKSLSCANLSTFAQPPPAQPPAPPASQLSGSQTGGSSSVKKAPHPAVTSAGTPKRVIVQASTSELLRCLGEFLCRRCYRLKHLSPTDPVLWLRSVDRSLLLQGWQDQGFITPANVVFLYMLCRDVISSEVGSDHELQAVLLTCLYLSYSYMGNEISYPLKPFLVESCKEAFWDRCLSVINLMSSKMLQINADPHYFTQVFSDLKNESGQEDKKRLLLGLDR
cardiac RTF act – cardiac RTF calcium sensitization. P19429+P45379. IANBD-labeled TnC RTF fluorescence at EC20 calcium; 0% EC20 calcium, 100% full calcium. activation, % at 7.2 µM. 0.24% of 340,000 active. AID 493008;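 active means activation above the mean over all tested compounds plus 3 SD, cut at about 30% in these data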;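 further: rise in fluorescence read as greater calcium sensitivity of cardiac thin filaments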
Rtt109 Vps75 – inhibitors of Candida albicans Rtt109/Vps75 histone acetyltransferase. Q5AAJ8. purified Rtt109/Vps75, ThioGlo CoA-SH fluorescence, 4 h. inhibition, % at 34.9 µM. 0.16% of 330,000 active;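 active means inhibition of at least 50% in every replicate; inconclusive means best replicate reaches 50% inhibition but some replicates fall short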
PvdQ inh – blocks Pseudomonas aeruginosa PvdQ acylase activity | purified PvdQ acylase, fluorescence plate reader | inhibition, % at 10 µM | 0.063% of 340,000 active | AID 488965; in the data active means inhibition above about 30%, passing the limit was not always enough; inconclusive means no clear call, values can overlap the other calls;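 further: 0% = vehicle neutral wells and 100% = reference inhibitor wells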
Wnt bcat act – activates Wnt/beta-catenin signaling in a reporter cell assay. activation, % at 9.35 µM. 1.2% of 300,000 active. activator, plate reader; in the data active means activation above about 30%, passing the limit was not always enough; inconclusive means no clear call, values can overlap the other calls;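 further: 0% = neutral control wells and 100% = positive control wells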
SR-BI DiI inh – blocks mouse SR-BI lipid uptake from DiI-HDL; ldlA[mSR-BI] CHO cells, DiI-HDL uptake fluorescence, 3 h; inhibition, % at 12.5 µM; 0.96% of 320,000 active; AID 488896;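 active means mean replicate inhibition of at least 70% and a set share of replicates each scoring 70 or more; inconclusive means meets just one of the two criteria; inactive means fails both criteria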;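 further: 0% = median of neutral control wells and 100% = median of positive control wells; values of inactives mirror those of a sister screen read the other way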
HTR5A ag – counter-screen for OPRM1-OPRD1 agonists: human HTR5A agonism; P47898; HTR5A agonist assay, luminescence, cell-based; activation, % at 9.3 µM; 0.61% of 340,000 active; AID 504692; in the data active means activation mostly above about 9.5%, no sharp cut-off; inactive means mostly below about 7.6%;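 further: 0% = cells with vehicle only and 100% = reference agonist; strong numbers were not always called active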
Target sequence (P47898 whole entry, looked up): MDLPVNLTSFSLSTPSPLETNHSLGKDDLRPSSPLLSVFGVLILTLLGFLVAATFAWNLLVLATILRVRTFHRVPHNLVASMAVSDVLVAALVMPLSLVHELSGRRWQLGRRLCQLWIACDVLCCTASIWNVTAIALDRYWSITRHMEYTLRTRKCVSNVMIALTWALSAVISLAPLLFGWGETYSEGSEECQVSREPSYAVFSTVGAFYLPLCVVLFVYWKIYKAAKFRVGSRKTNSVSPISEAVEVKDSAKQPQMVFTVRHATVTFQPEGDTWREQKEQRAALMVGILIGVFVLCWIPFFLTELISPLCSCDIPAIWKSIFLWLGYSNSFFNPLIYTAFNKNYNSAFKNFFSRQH
dFosB activator – enhances mouse delta FosB homodimer DNA binding. purified delta FosB, TAMRA-CDK5 oligo fluorescence polarization; percent of positive-control signal above neutral wells. P13346. 0.99% of 340,000 active. AID 493131. activation, % at 25 µM;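 active means mean activation above about 17%, with every replicate also reaching it, limit read from the data, passing the limit was not always enough; inconclusive means only one of the two conditions met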;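 further: fluorescence polarization rise as delta FosB binds a TAMRA Cdk5 AP-1 oligo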
SR-BI uptake up – activators of SR-BI mediated HDL lipid uptake | 0.096% of 320,000 active | AID 504775 | CHO ldlA[mSR-BI] cells, DiI-HDL uptake fluorescence, 3 h; 100 = double the neutral-control signal | activation, % at 12.5 µM;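 active means mean replicate activation of at least 60% and every replicate at or above 60%; inconclusive means mean or all-replicate condition met, but not both; inactive means mean below 60% and not all replicates reaching 60%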;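 further: 0% = median plate neutral-control signal and 100% = twice that signal; values of inactives mirror those of a sister screen read the other way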
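Assay system: CHO ldlA[mSR-BI] cells, LDL receptor-null, SR-BI overexpressing; medium: Ham's F12 with 0.5% BSA, HEPES 25 mM, pH 7.4; also added: DiI-HDL 10 µg/mL; timing: 3 h uptake period with compound, 37 °C; signal: DiI fluorescence, bottom read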
* hit, by the source's call.

`Cc1ccc(CNC(=O)CCCn2c(=O)c3ccccc3n(CC(=O)NC3CCCC3)c2=O)cc1` gave MITF TRPM1 HTS -18, CDK5 p35 inh -1.4, cardiac RTF act -5, Rtt109 Vps75 10, PvdQ inh -4, SR-BI DiI inh 8, HTR5A ag -3, dFosB activator 27* and SR-BI uptake up -8.
Screening CC(C)C(=O)Nc1cccc(N2CCN(CCCN3C(=O)C4CCCCN4C3=O)CC2)c1 (stereo not drawn) returned CDK5 p35 inh 0.1, cardiac RTF act 4, Rtt109 Vps75 1, PvdQ inh -17, Wnt bcat act -3, SR-BI DiI inh 42, HTR5A ag -1, dFosB activator -1 and SR-BI uptake up -42.
COc1ccc(C(=O)NC2CC2)cc1OC1CCN(Cc2ccc(SC)cc2)CC1 was read as MITF TRPM1 HTS -14, CDK5 p35 inh -2.8, cardiac RTF act -5, Rtt109 Vps75 1, PvdQ inh -10, Wnt bcat act 3, SR-BI DiI inh -8, HTR5A ag -3, dFosB activator -5 and SR-BI uptake up 8.
For COc1ccc(CCN2C(=O)NC(NC(=O)C(C)(C)C)(C(F)(F)F)C2=O)cc1OC (stereo not drawn) the results were MITF TRPM1 HTS -1, CDK5 p35 inh 1.6, cardiac RTF act 3, Rtt109 Vps75 6, PvdQ inh -11, SR-BI DiI inh -17, HTR5A ag 4, dFosB activator -8 and SR-BI uptake up 17.
C=CCNC(=O)NC(=O)COn1nnc2ccc(S(=O)(=O)N(C)C)cc21 was read as MITF TRPM1 HTS -2, CDK5 p35 inh -0.5, cardiac RTF act 1, Rtt109 Vps75 -2, PvdQ inh 1, Wnt bcat act -1, SR-BI DiI inh 16, HTR5A ag 4, dFosB activator 0 and SR-BI uptake up -16.
Screening O=C(Nc1ccccc1Cc1ccccc1)c1ccccc1F returned CDK5 p35 inh -3.4, cardiac RTF act -5, Rtt109 Vps75 -10, PvdQ inh -9, Wnt bcat act 1, HTR5A ag 1 and dFosB activator -6.
O=C(COC(=O)c1ccc(S(=O)(=O)Nc2ccccc2)cc1)NCc1ccco1 was read as CDK5 p35 inh 0.8, cardiac RTF act -2, Rtt109 Vps75 -9, PvdQ inh 2, SR-BI DiI inh -21, HTR5A ag 3, dFosB activator -4 and SR-BI uptake up 21.
For COc1cc(C(C)=O)ccc1OCC(O)CN1CCN(S(=O)(=O)c2ccccc2)CC1 (stereo not drawn) the results were MITF TRPM1 HTS -3, CDK5 p35 inh 1.0, cardiac RTF act -3, Rtt109 Vps75 0, PvdQ inh -16, Wnt bcat act -1, SR-BI DiI inh 0, HTR5A ag 1, dFosB activator 1 and SR-BI uptake up 0.
For Cc1ccc(OCC(=O)N/N=C\c2cccn2C)c([N+](=O)[O-])c1 the results were MITF TRPM1 HTS 28, CDK5 p35 inh 0.2, cardiac RTF act -1, Rtt109 Vps75 -2, PvdQ inh 3, Wnt bcat act 9, SR-BI DiI inh -1, HTR5A ag 9, dFosB activator -7 and SR-BI uptake up 1.
For C#CCNc1nc(C)nc2c1nnn2Cc1ccccc1F the results were MITF TRPM1 HTS 5, CDK5 p35 inh 0.0, cardiac RTF act 2, Rtt109 Vps75 5, PvdQ inh -17, SR-BI DiI inh -3, HTR5A ag 2, dFosB activator -3 and SR-BI uptake up 3.
CC(=O)NCc1ccc(C(=O)O)cc1 was read as MITF TRPM1 HTS 3, CDK5 p35 inh -2.5, cardiac RTF act 6, Rtt109 Vps75 -7, PvdQ inh -14, Wnt bcat act 1, SR-BI DiI inh -10, HTR5A ag -1, dFosB activator 0 and SR-BI uptake up 10.
For CCCOCc1ccc(O)c2ncccc12 the results were MITF TRPM1 HTS -69, CDK5 p35 inh -0.2, cardiac RTF act 3, Rtt109 Vps75 -15, PvdQ inh -10, Wnt bcat act 15, SR-BI DiI inh -16, HTR5A ag 5, dFosB activator 1 and SR-BI uptake up 16.
CCC1CCc2sc(C(=O)N(C)CC(=O)Nc3ccc(OC)cc3)cc2C1 (stereo not drawn) was read as MITF TRPM1 HTS 2, CDK5 p35 inh 2.0, cardiac RTF act 0, Rtt109 Vps75 14, PvdQ inh -14, Wnt bcat act -2, SR-BI DiI inh -13, HTR5A ag 1, dFosB activator 3 and SR-BI uptake up 13.
CN1CCN(NC(=O)c2cccs2)CC1 was read as MITF TRPM1 HTS 2, CDK5 p35 inh 0.5, cardiac RTF act 6, Rtt109 Vps75 5, PvdQ inh 5, Wnt bcat act 0, SR-BI DiI inh -12, HTR5A ag 3, dFosB activator -3 and SR-BI uptake up 12.
`O=C(O)CC/C(=C\c1cc([N+](=O)[O-])ccc1Cl)c1nc2ccccc2s1` gave MITF TRPM1 HTS -13, cardiac RTF act -1, Rtt109 Vps75 7, PvdQ inh 6, SR-BI DiI inh -26, HTR5A ag 7, dFosB activator 1 and SR-BI uptake up 26.
For Cc1[nH]n(C(N)=S)c(=O)c1N=Nc1ccc([N+](=O)[O-])cc1Cl the results were MITF TRPM1 HTS 45, CDK5 p35 inh 1.0, cardiac RTF act -2, Rtt109 Vps75 -4, PvdQ inh -9, Wnt bcat act 1, SR-BI DiI inh 33, HTR5A ag 4, dFosB activator -3 and SR-BI uptake up -33.
Fc1ccccc1/C=N/Nc1nn[nH]n1 was read as MITF TRPM1 HTS 1, CDK5 p35 inh 1.9, cardiac RTF act -1, Rtt109 Vps75 -3, PvdQ inh -11, SR-BI DiI inh -4, HTR5A ag -2, dFosB activator -1 and SR-BI uptake up 4.
`COc1nc(=O)n(C2OC(CO)C(O)C2O)cc1C` (stereo not drawn) gave MITF TRPM1 HTS 13, CDK5 p35 inh 0.2, cardiac RTF act -7, Rtt109 Vps75 3, PvdQ inh 0, Wnt bcat act 0, SR-BI DiI inh 0, HTR5A ag 2, dFosB activator 0 and SR-BI uptake up 0.
Screening COc1cc2cnc(C3=CCCCC3)cc2cc1OC returned MITF TRPM1 HTS 24, CDK5 p35 inh 0.7, cardiac RTF act 1, Rtt109 Vps75 4, PvdQ inh -8, Wnt bcat act 11, SR-BI DiI inh 40, HTR5A ag 3, dFosB activator -16 and SR-BI uptake up -40.
Screening CN(C)CCCNc1ncnc2c1c(-c1ccccc1)cn2-c1ccccc1 returned MITF TRPM1 HTS 22, CDK5 p35 inh -0.3, cardiac RTF act -5, Rtt109 Vps75 -7, PvdQ inh -12, Wnt bcat act -8, SR-BI DiI inh 28, HTR5A ag -3, dFosB activator -1 and SR-BI uptake up -28.
Screening NC(=O)c1cc(Cl)ccc1OCC(=O)Nc1ccc2c(c1)OCO2 returned MITF TRPM1 HTS 57, CDK5 p35 inh 1.0, cardiac RTF act 3, Rtt109 Vps75 -4, PvdQ inh -1, Wnt bcat act 68*, SR-BI DiI inh 14, HTR5A ag -2, dFosB activator 1 and SR-BI uptake up -14.
N#Cc1ccc(S(=O)(=O)Nc2ccccc2N2CCOCC2)cc1 was read as MITF TRPM1 HTS -2, CDK5 p35 inh 0.5, cardiac RTF act -5, Rtt109 Vps75 2, PvdQ inh -5, Wnt bcat act 0, SR-BI DiI inh -5, HTR5A ag 0, dFosB activator -1 and SR-BI uptake up 5.
Screening Cc1ccccc1NS(=O)(=O)c1c(C(=O)N2CCCCCC2)c(C)n(C)c1C returned MITF TRPM1 HTS -6, CDK5 p35 inh 2.3, cardiac RTF act -1, Rtt109 Vps75 1, PvdQ inh -12, Wnt bcat act -1, SR-BI DiI inh 2, HTR5A ag 0, dFosB activator -4 and SR-BI uptake up -2.
`CC(C)CC(NS(=O)(=O)c1ccccc1)C(=O)O` (stereo not drawn) gave CDK5 p35 inh -2.1, cardiac RTF act 1, Rtt109 Vps75 10, PvdQ inh -11, Wnt bcat act -1, SR-BI DiI inh -20, HTR5A ag 1, dFosB activator -2 and SR-BI uptake up 20.
`CCOC(=O)C1=C(C)OC(N)=C(C#N)C1c1cc(F)ccc1F` (stereo not drawn) gave MITF TRPM1 HTS -21, CDK5 p35 inh 2.4, cardiac RTF act 5, Rtt109 Vps75 -2, PvdQ inh -12, SR-BI DiI inh 5, HTR5A ag 3, dFosB activator -5 and SR-BI uptake up -5.
`CCOC(=O)N1C2=NC(C(=O)OC)=C(C(=O)OC)[C@@H]3N(C)c4ccccc4[C@]23C[C@H]1C(=O)OC` gave MITF TRPM1 HTS 5, CDK5 p35 inh 0.1, cardiac RTF act -1, Rtt109 Vps75 2, PvdQ inh -12, Wnt bcat act -2, SR-BI DiI inh -9, HTR5A ag 0, dFosB activator -8 and SR-BI uptake up 9.
O=C(O)c1cc(N/N=C/C=C/c2ccccc2)ccc1Cl was read as MITF TRPM1 HTS inconclusive, CDK5 p35 inh 1.3, cardiac RTF act -4, Rtt109 Vps75 3, PvdQ inh -11, Wnt bcat act 14, SR-BI DiI inh 3, HTR5A ag -2, dFosB activator -2 and SR-BI uptake up -3.
For O=C(COc1ccc(F)cc1F)Nc1cccnc1 the results were MITF TRPM1 HTS 16, CDK5 p35 inh -1.2, cardiac RTF act -2, Rtt109 Vps75 -3, PvdQ inh -12, Wnt bcat act 5, SR-BI DiI inh 8, HTR5A ag 5, dFosB activator 0 and SR-BI uptake up -8.
C(=N\n1cnnc1)/c1nc2ccccc2[nH]1 was read as MITF TRPM1 HTS -24, CDK5 p35 inh -1.7, cardiac RTF act -2, Rtt109 Vps75 -10, PvdQ inh 0, SR-BI DiI inh -1, HTR5A ag 3, dFosB activator -1 and SR-BI uptake up 1.
`CN(C)CCNC(=O)c1cc2cc(Br)ccc2oc1=O` gave MITF TRPM1 HTS 0, CDK5 p35 inh -1.5, cardiac RTF act -7, Rtt109 Vps75 -2, PvdQ inh -3, SR-BI DiI inh -12, HTR5A ag -2, dFosB activator 2 and SR-BI uptake up 12.
O=C(O)c1cc(NC(=O)c2ccc3c(c2)C(=O)N(Cc2ccccc2)C3=O)cc(C(=O)O)c1 was read as MITF TRPM1 HTS -5, CDK5 p35 inh -2.0, cardiac RTF act -4, Rtt109 Vps75 -3, PvdQ inh -25, Wnt bcat act 10, SR-BI DiI inh -15, HTR5A ag 0, dFosB activator -6 and SR-BI uptake up 15.
Screening CN(Cc1ccccc1)CC(O)COc1ccc(CNCc2cccnc2)cc1 (stereo not drawn) returned MITF TRPM1 HTS 10, CDK5 p35 inh -0.1, cardiac RTF act -2, Rtt109 Vps75 2, PvdQ inh -17, Wnt bcat act 0, SR-BI DiI inh -10, HTR5A ag 2, dFosB activator 2 and SR-BI uptake up 17.

Quoted at random: 2 records from the list.
For Cc1[nH]n(C(N)=S)c(=O)c1N=Nc1ccc([N+](=O)[O-])cc1Cl the results were MITF TRPM1 HTS 45, CDK5 p35 inh 1.0, cardiac RTF act -2, Rtt109 Vps75 -4, PvdQ inh -9, Wnt bcat act 1, SR-BI DiI inh 33, HTR5A ag 4, dFosB activator -3 and SR-BI uptake up -33.
`CN(C)CCNC(=O)c1cc2cc(Br)ccc2oc1=O` gave MITF TRPM1 HTS 0, CDK5 p35 inh -1.5, cardiac RTF act -7, Rtt109 Vps75 -2, PvdQ inh -3, SR-BI DiI inh -12, HTR5A ag -2, dFosB activator 2 and SR-BI uptake up 12.
